Screens from PubChem BioAssay.
Pol kappa inh – qHTS for Inhibitors of Polymerase Kappa; purified Pol kappa, fluorescent DNA synthesis assay, 10 min; Potency, µM (top dose mostly 107 µM), without a hit: top-dose activity, negative = inhibition, usual class: inhibitors; hit rate 0.53% among 400,000; also: % is scaled to controls: 0 for no effect and ±100 for the full control effect
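Inhibition of 10 nM Pol kappa is measured by a fluorescent read-out at 0 and 10 min following addition of 50 nM substrate (final), with a 15-min room-temperature compound preincubation.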
POLI inh – qHTS for Inhibitors of Polymerase Iota | DNA polymerase iota (Homo sapiens), Q9UNA4 | Pol iota fluorescent replication assay, 10 min | Potency, µM (highest dose often 115 µM), without a hit: top-dose activity, negative = inhibition, usual class: inhibitors | hit rate 1% among 390,000 | AID 588590, 2011
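Pol iota at 10 nM preincubated 15 min with compounds at room temperature; reaction started with fluorescent substrate, 50 nM final. Fluorescence read kinetically at 0 and 10 min; buffer-only wells as negative control.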
BAZ2B block – qHTS Assay for Inhibitors of BAZ2B. Bromodomain adjacent to zinc finger domain protein 2B (Homo sapiens), Q9UIF8. AlphaScreen BAZ2B-H3K14Ac peptide displacement. Potency, µM (highest dose often 114 µM), inactives show at the top dose activity change, negative = inhibition, hits mostly inhibitors. hit rate 4.4% among 360,000. AID 504333, 2011; also: % is scaled to controls: 0 for no effect and ±100 for the full control effect; nearly all actives have a fitted effect of over 60% in size
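AlphaScreen displacement: compounds (up to 110uM) incubated 30 min at room temperature with a preformed 50 nM BAZ2B/50 nM biotinylated H3K14Ac peptide complex in PBS pH 7.4 with Tween-20. Donor and acceptor beads at 10 ug/mL final added, 20 min light-protected before reading.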
JMJD2A Tudor – qHTS Assay for Inhibitors of JMJD2A-Tudor Domain; AID 504339, 2011; Lysine-specific demethylase 4A (Homo sapiens), O75164; AlphaScreen JMJD2A-Tudor / H3K4me3 peptide binding; Potency, µM (top dose mostly 114 µM), inactives show at the highest dose activity change, negative = inhibition, actives largely listed as inhibitors; hit rate 4.4% among 390,000; also: % is scaled to controls: 0 for no effect and ±100 for the full control effect; nearly all actives have a fitted effect of over 50% in size
G9a inh – qHTS Assay for Inhibitors of Histone Lysine Methyltransferase G9a | Potency, µM (top dose mostly 102 µM), without a hit: at the top dose activity, negative = inhibition, actives largely listed as inhibitors | AID 504332, 2011 | G9a H3K9 monomethylation, AlphaScreen, 2 h | hit rate 8.8% among 350,000 | Histone-lysine N-methyltransferase EHMT2 (Homo sapiens), Q96KQ7; also: % is scaled to controls: 0 for no effect and ±100 for the full control effect; nearly all actives have a fitted effect of over 75% in size
Target sequence (Q96KQ7 913-1193 limits assumed): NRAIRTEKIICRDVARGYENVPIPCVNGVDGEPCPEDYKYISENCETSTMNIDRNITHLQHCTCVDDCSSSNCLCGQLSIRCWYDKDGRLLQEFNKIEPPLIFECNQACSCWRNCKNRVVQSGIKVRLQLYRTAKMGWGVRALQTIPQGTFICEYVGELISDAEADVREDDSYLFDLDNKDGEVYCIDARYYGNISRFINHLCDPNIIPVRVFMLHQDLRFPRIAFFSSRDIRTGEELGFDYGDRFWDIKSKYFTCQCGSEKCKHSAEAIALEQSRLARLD
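G9a (20 nM) preincubated 15 min RT with compounds, then 500 nM biotinylated H3K9 peptide and 20 uM SAM added; 2 h RT reaction. Monomethyl-H3K9 product detected by AlphaScreen with anti-H3K9me1 antibody, streptavidin donor and anti-rabbit IgG acceptor beads.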
Pol beta inh – qHTS Assay for Inhibitors of DNA Polymerase Beta | Pol beta primer extension/strand displacement, fluorescence kinetic | Potency, µM (series often up to 114 µM), without a hit: top-dose activity change, negative = inhibition, hits mostly inhibitors | hit rate 1.3% among 340,000; also: % is scaled to controls: 0 for no effect and ±100 for the full control effect
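Enzyme-only controls used 10 nM Pol beta; buffer lacking enzyme served as negative control. Compound preincubated 15 min, then 50 nM substrate added; 0 and 10 min reads at room temperature.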
Pol eta inh – qHTS for Inhibitors of Polymerase Eta; recombinant Pol eta, fluorescent DNA replication assay; AID 588591, 2011; DNA polymerase eta (Homo sapiens), Q9Y253; hit rate 1.2% among 390,000; Potency, µM (doses to about 114 µM), for inactives: top-dose activity change, negative = inhibition, actives largely listed as inhibitors; also: % is scaled to controls: 0 for no effect and ±100 for the full control effect
Target sequence (Q9Y253 whole entry, looked up): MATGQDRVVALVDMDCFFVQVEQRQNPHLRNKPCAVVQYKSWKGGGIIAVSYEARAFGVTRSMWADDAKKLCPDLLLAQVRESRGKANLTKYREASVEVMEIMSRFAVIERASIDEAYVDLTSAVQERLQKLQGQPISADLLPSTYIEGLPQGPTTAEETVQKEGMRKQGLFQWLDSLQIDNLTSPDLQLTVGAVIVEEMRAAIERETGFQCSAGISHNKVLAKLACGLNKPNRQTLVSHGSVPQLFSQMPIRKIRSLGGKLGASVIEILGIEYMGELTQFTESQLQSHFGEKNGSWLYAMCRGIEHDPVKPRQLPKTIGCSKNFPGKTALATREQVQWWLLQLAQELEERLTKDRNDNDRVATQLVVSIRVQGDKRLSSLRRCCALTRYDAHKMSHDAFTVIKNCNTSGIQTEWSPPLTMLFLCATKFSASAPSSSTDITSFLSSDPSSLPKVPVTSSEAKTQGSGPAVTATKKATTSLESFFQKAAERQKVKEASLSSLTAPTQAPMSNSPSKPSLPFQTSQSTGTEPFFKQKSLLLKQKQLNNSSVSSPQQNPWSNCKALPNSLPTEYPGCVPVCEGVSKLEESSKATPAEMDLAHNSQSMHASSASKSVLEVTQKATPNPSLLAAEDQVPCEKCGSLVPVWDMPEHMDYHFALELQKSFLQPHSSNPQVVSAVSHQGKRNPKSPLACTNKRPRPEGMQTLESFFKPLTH
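Pol eta (10 nM) was preincubated with compounds for 15 min at room temperature, after which fluorescent replication substrate (50 nM final) was added to start the reaction. Fluorescence was read kinetically at 0 and 10 min.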
APE1 inh – qHTS Assay for Inhibitors of the Human Apurinic/apyrimidinic Endonuclease 1 (APE1) | recombinant APE1, TAMRA/BHQ-2 abasic DNA cleavage fluorescence | Potency, µM (titrated, usually from 65.8 µM), without a hit: top-dose activity change, negative = inhibition, actives largely listed as inhibitors | hit rate 0.35% among 350,000 | AID 2517, 2012;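 also: plate controls were vehicle for no effect and reference inhibitor for full effect; nearly all actives have a fitted effect of over 55% in size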
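Compound pre-exposure to 0.75 nM APE1, 15 min at ambient temperature. Reaction initiated with 50 nM TAMRA/BHQ-2 THF substrate, read immediately in kinetic mode, 525 nm excitation, 598 nm emission.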
BLM inh – qHTS Assay for Inhibitors of Bloom's syndrome helicase (BLM). Potency, µM (titrated, usually from 56.1 µM), without a hit: top-dose activity change, negative = inhibition, most hits filed as inhibitors. RecQ-like DNA helicase BLM (Homo sapiens), P54132. hit rate 0.2% among 350,000. recombinant BLM DNA unwinding, fluorescence dequenching;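 also: plate controls were vehicle for no effect and no enzyme for full effect; nearly all actives have a fitted effect of over 35% in size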
* hit, by the source's call; ? = inconclusive; · = no result given; & = joins results of further samples; ! = a repeat was not active; [ ] = another dose, or the depositor's remark. Calls follow the shape of the dose curve; as a rule, active = well fitted curve in the direction sought with a large enough effect; inconclusive = small, poorly fitted or top-dose-only effect, or another doubt; inactive = no such curve, though single readings can be large; an effect the other way counts as inactive or inconclusive. Potency is read from the fitted curve at half-maximal effect.

SMILES | Pol kappa inh | POLI inh | BAZ2B block | JMJD2A Tudor | G9a inh | Pol beta inh | Pol eta inh | APE1 inh | BLM inh
CCN1C(=O)CC(Sc2ccccc2C(=O)O)C1=O (stereo not given) | -3% | -6%[58.9 µM] | ? | -13% | ? | 2% | 4% | -2% | 3%
Cc1ccc(S(=O)(=O)N2CCN(C(=O)COC(=O)COc3ccccc3C(C)C)CC2)c(C)c1 | 9% | 3% | · | -22% | · | · | -20% | · | ·
COC(=O)c1ccc(NC(=O)Nc2ccc(OC)cc2)cc1 | -10% | 39%[activator] | -18% | -19% | · | 2% | -19% | 18% | -4%
COc1ccc(CN2CCc3c([nH]c4ccccc34)C2)cc1Br | 0% | 17% | 14µM* | 20µM* | ? | 12% | -14% | -8% | -3%
CN(Cc1ccco1)c1cc(-c2ccc3c(c2)OCO3)ncn1 | -14%[60.1 µM] | · | · | · | 2%[0.501 µM] | · | · | ? | -4%
O=C(Nc1ccc2ncccc2c1)c1ccccc1Cl | -12% | -3% | -20% | -4% | 10µM* | -2% | -7% | -6% | -7%
Brc1ccc2[nH]c3c(N4CCc5ccccc5C4)ncnc3c2c1 | -2% | 13% | ? | -10% | -46%[59 µM] | -1% | -2% | -2% | 5%
O=C(Cc1ccc(Cl)cc1)Nc1ccc(S(=O)(=O)N2CCOCC2)cc1 | -9% | 110%[activator] | 1% | -3% | ? | -8% | -20% | -15% | -5%
COC(=O)[C@]1(C)CCC[C@@]2(C)C3CC[C@@]4(C)C[C@]3(CCC21)CC4=NO (stereo not given in full) | 0% | 12% | -9% | -18% | 8%[0.501 µM] | · | -13% | -4% | ·
CCc1ccccc1NS(=O)(=O)c1ccc(OC)c2ncccc12 | 9% | 15%&33% | -4%[57.1 µM] | -9%&-16% | -1% | 1%&1% | -10%&3% | 31% | 1%&-3%

Structural class, those above containing an aryl methoxy group
SMILES | Pol kappa inh | POLI inh | BAZ2B block | JMJD2A Tudor | G9a inh | Pol beta inh | Pol eta inh | APE1 inh | BLM inh
COC(=O)c1ccc(NC(=O)Nc2ccc(OC)cc2)cc1 | -10% | 39%[activator] | -18% | -19% | · | 2% | -19% | 18% | -4%
COc1ccc(CN2CCc3c([nH]c4ccccc34)C2)cc1Br | 0% | 17% | 14µM* | 20µM* | ? | 12% | -14% | -8% | -3%
CCc1ccccc1NS(=O)(=O)c1ccc(OC)c2ncccc12 | 9% | 15%&33% | -4%[57.1 µM] | -9%&-16% | -1% | 1%&1% | -10%&3% | 31% | 1%&-3%

Later entries.
SMILES | Pol kappa inh | POLI inh | BAZ2B block | JMJD2A Tudor | G9a inh | Pol beta inh | Pol eta inh | APE1 inh | BLM inh
COC(=O)COc1ccc2cccc(-n3cnnn3)c2c1 | 0% | 160%[activator] | -15% | ? | 26%[59 µM] | 23% | -11% | -7% | -2%
O=[N+]([O-])c1ccc(CNc2ccc(Cl)cc2)s1 | -7% | 168%[activator] | 35µM* | ? | 45µM* | -12% | -21% | 40% | -4%
COc1ccccc1NC(=O)CCCC(=O)OCC(=O)c1ccc(F)cc1 | -2% | 54%[activator] | -1% | -19% | 96%[activator] | 32% | -17% | 3% | 1%
Cc1cc(C)c(NC(=O)C(=O)NCc2ccco2)c(C)c1 | -3% | 101%[activator] | -11% | -6% | 20% | 2% | -1% | -7% | -8%
Nc1nc(SCC(=O)Nc2cccc([N+](=O)[O-])c2)n[nH]1 | -17% | 28% | · | -21% | · | · | -17% | 3% | ·
O=C(CCc1nnc(-c2ccc3c(c2)OCO3)o1)NC(c1cccnc1)C(F)(F)F (stereo not given) | -3% | 19% | -23% | -9% | 4% | 17% | -14% | 6% | -11%
CCCn1nnc(NC(=O)/C=C/c2ccccc2)n1 | 1% | 0% | -2% | -5% | 11% | -15% | -22% | -3% | 1%
CCN(CC)CCCN(Cc1cc2cc(OC)ccc2[nH]c1=O)C(=O)Nc1ccc(F)cc1 | -12% | 7% | -3% | -11% | ? | ? | -6% | 3% | 22%
CCOc1ccc(CCNC(=O)CSc2cc(=O)n(CC)c3ccccc23)cc1OCC | -2% | 105%[activator] | -2% | -6% | -10%[59 µM] | -10% | -18% | -2% | 2%
CCCCNC(=S)N/N=C/c1sccc1C | 1% | 88%[activator] | -13% | -8% | 11% | 16% | -9% | 11% | -8%
Cc1nnc(NC(=O)CN2CCN(Cc3ccc(F)cc3Cl)CC2)s1 | -1% | -18% | 5% | -8% | 0% | 20% | 3% | 31% | 0%
Cc1ccsc1CN1CCc2nc(N3CCN(c4ccccc4F)CC3)ncc2C1 | -6%[60.1 µM] | -10% | -19% | -10% | -4%[12.7 µM] | 5% | 4% | · | -1%
Cc1ccc(CNC(=O)c2c(-c3ccccc3)sc3ccccc23)o1 | 0% | 6% | · | -10% | · | · | -22% | 16% | ·
Cc1ccc2cccc(OCc3cccc([N+](=O)[O-])c3)c2n1 | -6% | -16% | -9% | -20% | 5%[2.33 µM] | 54% | -28% | -10% | 0%
O=C(CN(CCc1ccccc1)C(=O)CN1C(=O)COc2ccccc21)NCc1ccco1 | -3% | 5% | -26% | -22% | -13%[12.7 µM] | 0% | -11% | 0% | 1%
Cc1ccc(CN(Cc2ccco2)C(=O)c2ccc(OCC(C)C)cc2)cc1 | -15% | 1% | 2% | 28% | 17%[59 µM] | -14% | -22% | · | -20%
N#CC1(c2ccccc2)CCC(=O)N1Cc1ccccc1 (stereo not given) | -10% | -3% | -1% | 3% | · | 29% | 1% | 16% | -1%
O=S(=O)(/N=C(/Nc1nc2ccccc2s1)c1ccccc1)c1ccccc1 | -15% | 14% | 3% | -12% | -14%[2.33 µM] | · | -16% | -8% | ·
O=C(Nc1ccc(Cl)cc1)c1nc[nH]c1C(=O)N1CCN(c2ccccc2)CC1 | -6% | 53%[activator] | · | -12% | · | · | -14% | -5% | ·
COc1ccc(S(=O)(=O)c2nnn(-c3cc(Cl)c(OC)cc3OC)c2C)cc1 | -12% | ? | -25% | -18% | -38%[59 µM] | 0% | 89µM* | · | -6%
O=C(COc1ccc(F)cc1)N1CCCc2ccccc21 | 3% | ? | -28% | 13% | 8% | 2% | -5% | -4% | -1%
O=c1[nH]c2ccccc2n2c(-c3ccncc3)nnc12 | -6% | -1% | 2%[57.1 µM] | -5% | -1% | 4% | 3% | 0% | -3%
CCN(CC)CCCn1c2c(c(SCC(=O)Nc3ccc4c(c3)OCCO4)nc1=O)CCC2 | -3% | 58%[activator] | 3% | -9% | -39% | · | -23% | 14% | ·
COc1ccc(-c2noc(CSc3nc4sc(C)c(C)c4c(=O)n3-c3ccccc3)n2)cc1 | 14% | 24% | -8% | -13% | -12%[59 µM] | 16% | -13% | 1% | 2%
O=C(CCC(=O)Nc1ccc(Br)cc1)N/N=C/c1ccc(F)cc1 | -9% | ? | -3% | -2% | 9% | 17% | 2% | 17% | -5%
Cc1ccc(C2=NS(=O)(=O)N(C)C(C(=O)NCc3cccs3)=C2)cc1 | -4% | 4% | -38% | -29% | 7% | -1% | -21% | -4% | -6%
CC(=O)c1ccc(S(=O)(=O)N2CCN(C(C)C(=O)N(C)Cc3ccccc3)CC2)cc1 (stereo not given) | -7% | -1% | · | -6% | · | · | -6% | 41% | ·
O=C(COC(=O)[C@@H]1CCCN1S(=O)(=O)c1ccc(Cl)cc1)NC1CC1 | -3% | 13% | 2% | 5% | ? | 8% | -22% | 27% | 1%
COc1ccc2ccccc2c1/C=N/N1C(=O)CSC1=S | -36% | 29% | · | ? | ? | -2% | -13% | -6% | -13%
O=C(CC(c1cccs1)N1Cc2ccccc2C1=O)Nc1ccc(F)cc1 (stereo not given) | 4% | 15% | -4% | -4% | -2%[59 µM] | -11% | -10% | · | -1%

Single values from above:
BLM inh, `Cc1ccc(CN(Cc2ccco2)C(=O)c2ccc(OCC(C)C)cc2)cc1` is entered as -20%
JMJD2A Tudor, `Cc1ccc(C2=NS(=O)(=O)N(C)C(C(=O)NCc3cccs3)=C2)cc1` is entered as -29%

The results go on.
SMILES | Pol kappa inh | POLI inh | BAZ2B block | JMJD2A Tudor | G9a inh | Pol beta inh | Pol eta inh | APE1 inh | BLM inh
Clc1ccc(OCc2nn3c(-c4ccco4)nnc3s2)c(Cl)c1 | -9% | -3% | 56µM* | ? | -39%[2.33 µM] | 7.9µM* | ? | 1% | -15%
COCc1ccc(CN2CCCC(CCC(=O)NCc3ccc(C)o3)C2)o1 (stereo not given) | 0% | -6% | -8% | -8% | 4% | 31% | -19% | 2% | -3%
Cc1oc(-c2cccc(Cl)c2)nc1Cn1c(SCc2ccc(F)cc2)nc2cccnc21 | -1% | 16% | -13% | -23% | ? | 2% | -17% | · | -12%
Cc1ccc(C(=O)OCC(=O)NCc2cc(C)c(O)c(C)c2)cc1S(=O)(=O)N1CCCCC1 | ? | 79µM* | -25% | -16% | 5%[59 µM] | · | ? | -44% | ·
CCC(C)NC(=O)Cn1cnc2sc(C)c(S(=O)(=O)N3CCN(c4ncccn4)CC3)c2c1=O (stereo not given) | -14% | 50%[activator] | -5% | -16% | -3% | 62% | -13% | 7% | 0%
CCOC(=O)c1sc2nc(CC(=O)OC)nc(NCCN(CC)CC)c2c1C | -12% | 13% | 12% | -17% | 6%[12.7 µM] | 27% | -6% | 17% | -8%
COc1ccc(C)cc1NC(=O)c1cn(C)c(=O)c2cc(OC)c(OC)cc12 | 17% | -3% | -14% | -9% | 1%[59 µM] | 32% | 2% | · | -2%
CC(Sc1nnc(C2CC2)n1-c1ccccc1)C(=O)N1CCNC1=O (stereo not given) | 6% | -7% | 16% | -3% | 1%[0.501 µM] | · | 11% | 1% | ·
COc1ccc(C2Nc3ccccc3C(=O)N2c2ccccc2)cc1CSc1ccccn1 (stereo not given) | -4% | -9% | -5% | -6% | 19%[59 µM] | ? | -11% | -4% | 4%
CC1=CC(=O)c2ccccc2C1=O | 9% | ? | ? | 10%&-22% | 8.9µM* | -1% | ? | -3% | 18µM*!

An excerpt; the hit share may differ from the screen's.
